# VLA-4 antagonist: blocks LDV-FITC ligand binding to Mn2+-activated human VLA-4 integrin; P13612; Jurkat cells, LDV-FITC binding with Mn2+, flow cytometry; 100% = Mn2+-driven binding gain fully reversed; inhibition, % at 10 µM (by protocol); hit rate 0.2% among 24,000; AID 529;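 active = inhibition above 50%; inconclusive = compound itself fluorescent, judged against control cell fluorescence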;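 also: 0% = Mn2+ stimulated cells lacking compound and 100% = ligand binding without Mn2+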
# Target sequence (P13612 whole entry, looked up): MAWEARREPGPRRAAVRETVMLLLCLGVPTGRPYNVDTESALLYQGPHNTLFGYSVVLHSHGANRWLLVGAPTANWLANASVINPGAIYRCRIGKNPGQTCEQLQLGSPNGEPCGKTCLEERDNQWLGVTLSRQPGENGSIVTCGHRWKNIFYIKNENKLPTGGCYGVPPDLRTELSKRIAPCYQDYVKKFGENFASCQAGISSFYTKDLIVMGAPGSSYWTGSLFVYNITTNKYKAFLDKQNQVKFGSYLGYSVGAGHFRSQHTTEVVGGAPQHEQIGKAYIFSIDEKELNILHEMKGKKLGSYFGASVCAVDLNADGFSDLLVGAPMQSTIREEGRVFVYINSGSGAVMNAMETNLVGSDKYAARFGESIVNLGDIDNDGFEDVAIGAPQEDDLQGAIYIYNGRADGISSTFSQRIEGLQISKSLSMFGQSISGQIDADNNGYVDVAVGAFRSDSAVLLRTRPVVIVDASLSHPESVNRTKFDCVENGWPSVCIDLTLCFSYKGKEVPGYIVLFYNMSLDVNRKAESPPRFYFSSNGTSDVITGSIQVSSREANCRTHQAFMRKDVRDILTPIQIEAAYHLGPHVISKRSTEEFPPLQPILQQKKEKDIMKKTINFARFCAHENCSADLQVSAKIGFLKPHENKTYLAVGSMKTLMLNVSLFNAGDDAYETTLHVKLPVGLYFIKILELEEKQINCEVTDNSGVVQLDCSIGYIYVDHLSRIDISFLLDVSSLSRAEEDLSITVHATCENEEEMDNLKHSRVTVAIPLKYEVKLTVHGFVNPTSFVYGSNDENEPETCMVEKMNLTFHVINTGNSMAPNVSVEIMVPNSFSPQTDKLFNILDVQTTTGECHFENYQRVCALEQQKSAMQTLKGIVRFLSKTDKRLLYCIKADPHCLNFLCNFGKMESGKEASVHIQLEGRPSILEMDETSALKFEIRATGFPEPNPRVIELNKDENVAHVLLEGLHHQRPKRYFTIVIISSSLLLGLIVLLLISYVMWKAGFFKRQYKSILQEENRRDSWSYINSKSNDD
# Autofluor Jurkat: counter-screen for VLA-4 integrin: compound autofluorescence in Jurkat cells; flow cytometry; stronger effect = higher value; 1 = vehicle-only cell background; fluorescence ratio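 (tested at 10 µM compound in the well)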; hit rate 0.61% among 24,000; AID 576;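 active = fluorescence ratio above 2.44, which is 1 plus 3 SD of all ratios; inconclusive = signal too bright to measure linearly, ratio around 10 or more; inactive = fluorescence ratio below 2.44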;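 also: green fluorescence of cells measured with 488 nm excitation and 530 nm emission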
# VLA-4 agonist: allosterically activates the human VLA-4 integrin | Jurkat cells, LDV-FITC binding, flow cytometry | P13612 | activation, % at 10 µM (by protocol) | 24,000 tested, under 10 active | AID 528;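 active = fluorescent ligand binding to cells raised by more than 40% of the manganese-induced maximum; inconclusive = compound's own fluorescence above 85% of the ligand control signal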;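 also: 0% = ligand binding without compound and 100% = manganese-stimulated maximal binding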
# Prostate diff: LNCaP prostate cell differentiation activation | flow cytometry side scatter, 4 d | side scatter shift, % at 10 µM | hit rate 0.56% among 24,000 | AID 795;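 active = side scatter shift above 30%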;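 also: androgen-responsive LNCaP prostate cancer cells in charcoal-stripped serum medium; percent of cells past a gate set so DMSO wells show 10% shift; higher shift means more granular cells and more differentiation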
# * marks the source's active call; other numbers are inactive results; u = inconclusive. A portion of the library (hit frequency here may not be typical).
SMILES,VLA-4 antagonist,Autofluor Jurkat,VLA-4 agonist,Prostate diff
Cc1nnc(SCc2cc(=O)[nH]c(N3CCCCC3)n2)s1,-14,1.1,4,7
COc1ccc(OC)c(S(=O)(=O)n2nnc3cc(Cl)ccc32)c1,-25,1.1,8,7
COc1ccc(-n2c(SCC(=O)Nc3ccc(C(=O)O)cc3)nnc2-c2cccs2)cc1,4,1.1,2,18
CCOC(=O)C1CCN(C(=O)c2oc3ccc(S(=O)(=O)N4CCCCCC4)cc3c2C)CC1,-3,1.1,-3,6
Cc1ccc(S(=O)(=O)NC(C(=O)OCC(=O)NC2CCS(=O)(=O)C2)C(C)C)cc1 (centres undefined),-6,0.96,4,18
CCOc1ccc(C2CC(c3ccc(OC)c(OC)c3)n3nc(N)nc3N2)cc1 (centres undefined),3,0.93,7,15
O=C(CCCN1C(=O)CSc2ncccc21)N1CCN(Cc2ccccc2)CC1,-11,0.97,2,10
Cc1ccc2c(c1)N(CCCC(=O)NCc1cccnc1)C(=O)CO2,-5,1.1,0,2
COc1ccc(OCC(O)Cn2c(Br)nc3c2c(=O)[nH]c(=O)n3C)cc1 (centres undefined),-24,1,6,4
COC(=O)c1sc(NC(=O)c2ccoc2C)nc1C,-12,0.91,0,5
Cc1sc(NC(=O)c2ccco2)c(C(c2ccncc2)N2CCOCC2)c1C (centres undefined),0,1.1,-3,0
COc1ccc(-n2c(Cc3cc(=O)[nH]c(=O)[nH]3)nnc2SCc2ccccc2)cc1,-8,1.1,-9,11
Cc1nnc(NC(=O)Nc2cccc(Cl)c2)s1,-12,1.2,8,9
COC(=O)c1cn(C(=O)OC)c2ccccc12,-17,1,-6,18
Cc1nn(C(=O)c2cccnc2)c(C)c1C,-1,1,2,7
O=C(NCc1ccccc1Cl)C1CCCN(S(=O)(=O)c2cnc[nH]2)C1 (centres undefined),-2,1,3,8
CCOC(=O)CSc1n[nH]c(-c2ccco2)n1,-5,0.94,11,7
Cc1onc(-c2c(F)cccc2Cl)c1C(=O)Nc1nnc(C2CC2)s1,17,1.1,-4,8
COCCn1c(=O)[nH]c2cc(C(=O)NCC3CCCO3)ccc2c1=O (centres undefined),-8,0.98,4,1
O=C(CN1C(=O)COc2ccccc21)N1CCN(c2ccccc2F)CC1,0,1.1,0,4
O=C(CN1CCOc2ccccc21)NCc1ccco1,0,0.89,5,11
CCOc1ccc(NC(=O)N2CC=C(n3c(=O)[nH]c4ccccc43)CC2)cc1,u,1.2,u,8
COCCNC(=O)CN1C(=O)COc2ccc(Cl)cc21,u,1.1,u,6
OCCN1CCN(c2ncnc3ccc(Br)cc23)CC1,-16,1,7,3
CC(=O)Nc1cc(C(=O)N2CCOCC2)ccc1S(=O)(=O)c1ccc(C)cc1,u,1.1,-5,37*
CCc1nnc(NC(=O)CSc2nnc(-c3ccccc3OC)n2-c2ccccc2)s1,10,1.1,0,11
Oc1ccccc1Oc1ncc(Br)c(N2CCOCC2)n1,-3,1.1,-3,1
Cc1ccc(N2C(=O)c3oc4ccccc4c(=O)c3C2c2cccnc2)nc1 (centres undefined),-22,0.99,7,3
O=C(Nc1ccc(F)cc1)c1oc2ccccc2c1NC(=O)C1CCCC1,2,1.1,-5,11
CCOC(=O)c1ccc(NC(=O)Nc2ccc3c4c(cccc24)C(=O)N3CC)cc1,u,3.1*,u,29
O=C(CCSCCc1ccccn1)Nc1ccccn1,-18,1.1,5,3
COc1cc(C(=O)Nc2ccc(-n3cnnn3)c(C)c2)cc(OC)c1OC,5,1.1,-4,2
CCOC(=O)C(CC)Sc1ncnc2nc[nH]c12 (centres undefined),6,1,-1,4
CC(=O)N1CCC(=O)N(C(C)C)c2ccccc21,1,1,3,6
O=C(O)CCSCc1ccccc1F,5,1,-2,16
O=C(c1ccco1)N1CCN(CC2CC3C=CC2C3)CC1 (centres undefined),-10,1.1,3,2
CC(C)c1cc(C(=O)NCc2ccco2)no1,-5,1,0,12
Cc1ccccc1-c1nc(CS(=O)(=O)CC(=O)N(C)C2CCCCC2)c(C)o1,1,0.99,-1,3
CCOC(=O)C1CCCN(c2c(NCc3ccco3)c(=O)c2=O)C1 (centres undefined),-16,1,2,9
CCOC(=O)Nc1ccccc1N1C(=O)c2ccccc2C1=O,-1,0.85,10,8
Cc1cc(=O)n2nc(N3CCC(C(=O)N4CCN(Cc5ccccc5)CC4)CC3)sc2n1,-3,1.1,2,9
CCOc1cc(-c2ccccc2)nc(N)n1,u,0.8,u,13
O=C(CN1C(=O)c2cccc3cccc1c23)NCC1CCCO1 (centres undefined),-26,1.1,1,7
CC1(C)CC(=O)N(CC(=O)NCc2ccccc2)c2ccccc2S1(=O)=O,-3,0.94,2,4
Cc1nc2c(-c3ccccc3)c(C)nn2c(C)c1CC(=O)O,-25,1.1,4,14
COC(=O)c1oc2ccc(Br)cc2c1NC(=O)CN1CCN(C)CC1,6,1.1,3,31*
CCN1CCN(c2ncnc3c2oc2nc(C)c4c(c23)CC(C)(C)OC4)CC1,-19,0.92,9,6
O=C(NCCN1CCOCC1)c1ccc2c(c1)ncn2C1CCCC1,-14,1,3,8
CCOC(=O)N1CCN(C(=O)CSCC(=O)N=c2sc3cc(OC)ccc3n2C)CC1,4,1.1,-6,11
CCN1CCN(c2ncnc3c2cnn3-c2ccc(C)cc2C)CC1,2,1,2,1

# (further entries)
SMILES,VLA-4 antagonist,Autofluor Jurkat,VLA-4 agonist,Prostate diff
O=C(CSc1nnc(CNC(=O)c2ccccc2F)o1)c1ccc(Cl)cc1,10,0.98,-3,3
COc1ccc(OC)c2[nH]c(=O)c(CCNC(=O)c3ccc(Br)o3)cc12,32,1,-10,18
c1ccc(-c2nnc(-c3ccco3)n2-c2ccccc2)cc1,-10,0.96,-6,13
COc1cccc(NS(=O)(=O)c2ccc3[nH]cc(C(=O)NCCCOC(C)C)c(=O)c3c2)c1,-26,1.2,-4,11
CC(C)n1c(SCc2ccccc2F)nc2c1c(=O)n(C)c(=O)n2C,-25,1.1,3,4
COC(=O)c1sc(N)c(C(=O)OC)c1CSc1nc2sc3c(c2c(=O)n1C)CCC3,-16,0.96,4,18
C#CCN1C(=O)C(O)(CC(=O)c2ccc3c(c2)OCCO3)c2ccccc21 (centres undefined),-18,1.1,4,4
CC(=O)c1ccc(OCC(O)CN2CC(C)OC(C)C2)cc1 (centres undefined),-7,0.95,1,10
CCOc1cccc2cc(-c3csc(NC(=O)CCC(=O)N4CCN(C)CC4)n3)c(=O)oc12,-36,1,2,1
CCc1nnc(NC(=O)C2CC(=O)N(Cc3ccco3)C2)s1 (centres undefined),-12,1.1,-2,17
CCc1ccc(NS(=O)(=O)c2ccc3[nH]cc(C(=O)N4CCCCC4)c(=O)c3c2)cc1,-22,1,4,12
O=C(CSc1nnc(Cc2cccs2)n1Cc1ccco1)Nc1cccc(Cl)c1,1,1.1,-16,10
CCNC(=O)CC1C(=O)N(c2ccc(F)cc2)C(=O)N1CCc1ccc(OC)cc1 (centres undefined),12,1.1,-1,15
Cc1cccc(N2C(=O)CC(N3CCN(c4cccc(C(F)(F)F)c4)CC3)C2=O)c1 (centres undefined),-5,1.1,-6,9
O=c1[nH]c2ccc(S(=O)(=O)N3CCN(C4CCCCC4)CC3)cc2[nH]c1=O,-3,0.99,6,12
O=C(Nc1cccc(-c2cn3cccnc3n2)c1)c1ccc(Br)o1,-4,1,6,18
CCS(=O)(=O)c1nc2ccccc2n1CC(=O)N1CCCCC1,-8,1,1,9
COc1ccc(NC(=O)Nc2cccc(C)n2)cc1,15,1.1,-2,6
Cc1ccc(N(CC(O)CN2CCCC2)S(=O)(=O)c2ccc(C)cc2)cc1 (centres undefined),-7,1,7,9
COc1cccc(-c2csc(N3CCN(CC(=O)Nc4ccc5c(c4)OCO5)CC3)n2)c1,-12,0.98,2,7
Cc1cnnc2c1-c1nonc1CC2,-18,0.92,8,7
Cc1cc(N2CCN(C)CC2)nc2ccc(NC(=O)c3ccc4c(c3)OCO4)cc12,-2,1.1,1,57*
CN1CCN(C(CNS(=O)(=O)c2ccc(Cl)cc2)c2cccnc2)CC1 (centres undefined),13,1.1,3,3
CCOC(=O)c1cccnc1SC(CC)C(=O)N1CCOCC1 (centres undefined),-3,1.1,2,8
CCn1cc(-c2cc(C(F)(F)F)n3nc(C(=O)O)cc3n2)c(C)n1,2,1,0,4
COC(=O)c1ccccc1NC(=O)CSc1nnnn1C1CCCCC1,-17,1.1,-2,8
Cc1cc(NC(=O)C2CCN(S(=O)(=O)c3cnc[nH]3)CC2)ccc1Br,u,1.3,u,3
CC(C)OC(=O)c1cccnc1SCc1cc(=O)n2ccccc2n1,6,1.1,1,6
NC(=O)c1nsnc1-c1ccccc1O,u,1.1,u,11
Cc1cc(C)n2nc(CC(=O)NC3CCCCCCC3)nc2n1,-20,1,3,6
CCN(CC)C(=O)Cn1c(=O)n(Cc2ccccc2Cl)c2c1c(=O)n(C)c(=O)n2C,-8,1.1,-16,12
Cc1cc(Nc2ccccc2)n(-c2ccccc2)n1,0,1.1,-10,19
NC(=O)c1ccccc1NC(=O)CCCN1C(=O)CCC1=O,-10,1.1,0,16
CCCCn1c(CN2CCN(c3cccc(Cl)c3)CC2)nc2c1c(=O)n(C)c(=O)n2C,-16,1.1,-6,10
COc1ccc(N2CCN(C(CNC(=O)c3cccc(Cl)c3)c3cccnc3)CC2)cc1 (centres undefined),18,0.79,7,3
CCCCC(CC)CNC(=O)CN(C)S(=O)(=O)c1cccc2nsnc12 (centres undefined),25,0.99,0,9
COc1ccc(OC)c(NC(=O)[C@H]2CC=CC[C@H]2C(=O)O)c1,-2,0.9,2,12
O=C(CSc1nc(-c2ccc(F)cc2)cs1)N1CCOCC1,-22,0.99,-1,7
NC(=O)c1cc(-c2ccccc2)nc(Oc2ccccc2)n1,-24,1,-6,12
O=C(CCS(=O)(=O)c1cc(Br)cc2c1N(C(=O)C1CC1)CC2)NCC1CCCO1 (centres undefined),-16,1,1,12

# Given as labelled records: 3 of the compounds above.
SMILES: COc1ccc(OC)c(NC(=O)[C@H]2CC=CC[C@H]2C(=O)O)c1
  VLA-4 antagonist: -2
  Autofluor Jurkat: 0.9
  VLA-4 agonist: 2
  Prostate diff: 12
SMILES: O=C(CSc1nc(-c2ccc(F)cc2)cs1)N1CCOCC1
  VLA-4 antagonist: -22
  Autofluor Jurkat: 0.99
  VLA-4 agonist: -1
  Prostate diff: 7
SMILES: NC(=O)c1cc(-c2ccccc2)nc(Oc2ccccc2)n1
  VLA-4 antagonist: -24
  Autofluor Jurkat: 1
  VLA-4 agonist: -6
  Prostate diff: 12

# Later entries
SMILES,VLA-4 antagonist,Autofluor Jurkat,VLA-4 agonist,Prostate diff
O=C(c1ccc(CNS(=O)(=O)c2cccc(C(F)(F)F)c2)cc1)N1CCOCC1,-27,1.1,2,8
CCN(Cc1ccccc1)S(=O)(=O)c1ccc(S(=O)(=O)N2CCN(CCC#N)CC2)cc1,-7,0.95,2,9
CCCCn1c(-c2nonc2NC(=O)c2ccccc2Cl)nc2ccccc21,u,1.3,u,7
CCOC(=O)N1CCC(NC(=O)c2ccc3snnc3c2)CC1,-7,0.96,0,11
Cc1csc2ncc(C(=O)N3CCc4ccccc43)c(=O)n12,-4,1.1,1,2
CCOC(=O)c1cc2c(=O)n3ccccc3nc2n(Cc2ccccc2)c1=N,u,1.2,u,2
Cn1c(=O)cc(SCC(=O)NCC2CCCO2)c2ccccc21 (centres undefined),8,1,-3,13
O=C(O)CCc1cc(I)c(Oc2ccc(O)c(I)c2)c(I)c1,4,1,-22,7
CCn1c2ccccc2c2cc(NC(=O)Cc3ccc(S(=O)(=O)N4CCOCC4)s3)ccc21,14,1.4,-8,9
CC1CCCCC1NC(=O)c1nnc(Cc2ccc(Cl)cc2)o1 (centres undefined),u,0.82,u,7
CC(=O)N1CCN(c2ccc(NCc3ccc(F)cc3)cc2)CC1,-13,0.99,3,11
COc1ccc(-n2c(Cc3cccn3C)nnc2SCC(=O)N2CCOCC2)cc1,-2,1,0,8
CC1Cc2ccccc2N1C(=O)CSCC(=O)O (centres undefined),9,1.1,2,11
O=C(O)CCCC(=O)NCCc1ccncc1,-11,1,0,20
Cc1cc(C)n2nc(SCc3nc4ccccc4[nH]3)nc2n1,-3,1,0,5
CCOc1ccccc1-n1c(SCC(=O)NCc2ccco2)nnc1-c1ccncc1,-18,1,7,2
Cc1cc(O)c(C(C)C)cc1NC(=O)Cn1nc(C)c2ccccc2c1=O,-2,1.1,-6,5
CCN(CC)CCNC(=O)c1ccc(N)cc1,9,1.1,0,2
COc1ccc(S(=O)(=O)CCC(=O)NCCc2ccc(S(N)(=O)=O)cc2)cc1,18,0.99,4,1
Cn1c2c(c(=O)n(C)c1=O)C(c1cc3c(cc1Br)OCO3)CC(=O)N2 (centres undefined),-2,1.1,-2,12
